Screens deposited in PubChem BioAssay by several laboratories.
DNMT1 inh = blocks human DNA methyltransferase DNMT1 | P26358 | DNMT1 molecular beacon, Hinp1I cleavage, fluorescence | inhibition (reported as % activation of signal), % at 10 µM | actives 0.83% (n = 360,000); in the data active = inhibition above about 50%
Target sequence (P26358 504-1616 limits assumed): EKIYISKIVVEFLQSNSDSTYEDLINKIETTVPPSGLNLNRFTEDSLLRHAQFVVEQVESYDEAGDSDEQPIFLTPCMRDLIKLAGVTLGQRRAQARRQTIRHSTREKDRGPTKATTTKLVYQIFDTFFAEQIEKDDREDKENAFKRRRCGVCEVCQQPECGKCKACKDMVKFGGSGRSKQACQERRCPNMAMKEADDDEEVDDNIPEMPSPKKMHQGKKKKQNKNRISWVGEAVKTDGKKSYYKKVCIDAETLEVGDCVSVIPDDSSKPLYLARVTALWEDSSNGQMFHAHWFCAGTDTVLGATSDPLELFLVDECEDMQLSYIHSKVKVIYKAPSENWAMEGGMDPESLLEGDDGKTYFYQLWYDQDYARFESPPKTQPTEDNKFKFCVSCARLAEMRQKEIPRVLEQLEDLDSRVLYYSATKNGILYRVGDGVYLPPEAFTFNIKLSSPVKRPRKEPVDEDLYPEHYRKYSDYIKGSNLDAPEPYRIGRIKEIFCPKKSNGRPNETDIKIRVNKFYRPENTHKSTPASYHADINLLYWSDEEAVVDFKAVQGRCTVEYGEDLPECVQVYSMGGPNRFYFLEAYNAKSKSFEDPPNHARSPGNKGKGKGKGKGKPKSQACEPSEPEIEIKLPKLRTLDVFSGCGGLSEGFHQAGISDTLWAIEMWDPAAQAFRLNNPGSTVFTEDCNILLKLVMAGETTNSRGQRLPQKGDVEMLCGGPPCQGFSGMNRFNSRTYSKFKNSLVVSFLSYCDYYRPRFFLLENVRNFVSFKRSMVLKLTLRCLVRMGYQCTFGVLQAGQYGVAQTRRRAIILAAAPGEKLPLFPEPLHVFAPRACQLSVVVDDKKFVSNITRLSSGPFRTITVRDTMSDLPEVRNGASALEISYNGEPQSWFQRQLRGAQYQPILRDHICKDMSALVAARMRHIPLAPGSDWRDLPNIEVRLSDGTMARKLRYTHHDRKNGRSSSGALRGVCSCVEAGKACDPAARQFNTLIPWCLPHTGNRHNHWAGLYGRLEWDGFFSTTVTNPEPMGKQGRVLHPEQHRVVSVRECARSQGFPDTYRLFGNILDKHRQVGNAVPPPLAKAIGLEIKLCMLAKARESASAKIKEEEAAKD
STEP inh = blocks human striatal-enriched tyrosine phosphatase | recombinant STEP, OMFP fluorogenic substrate, fluorescence | AID 588621 | inhibition, % at 20 µM | P54829 | actives 0.25% (n = 360,000);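 active = inhibition at 20 µM, scaled per plate between control wells, above about 37%, limit read from the data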;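 note: 0% = DMSO with enzyme and substrate and 100% = substrate only without enzyme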
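System: isolated STEP enzyme; schedule: 20 min enzyme reaction at room temperature, protected from light; medium: Bis-Tris buffer pH 6.0, 2.5 mM DTT, 0.005% Tween 20; signal: fluorescence, 480/540 nm; dosing: single compound dose of 20 µM, 1% DMSO final; also added: OMFP substrate, 25 µM final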
Scp1 inh = inhibitors of human Scp-1 phosphatase. Recombinant Scp1, phosphopeptide, malachite green phosphate absorbance. inhibition, % at 20 µM. actives 0.88% (n = 340,000). AID 493091;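 active = inhibition above about 50% at 20 µM, limit read from the data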;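 note: plate controls were DMSO wells with enzyme for no effect and wells lacking enzyme for full effect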
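Material: truncated SCP-1 phosphatase (76-261aa) / Buffer or medium: 50 mM Tris acetate pH 5.5, 0.005% Tween-20, 10 mM MgCl2 / Compound dosing: one concentration, 20 µM, with 1.0% DMSO / Incubation: 45 min room-temperature reaction, 5 min colour, 30 min stabiliser / Detection: colorimetric free-phosphate detection, absorbance 630 nm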
LMPTP inh = LMPTP (human) inhibition | P24666 | recombinant LMPTP-A, OMFP fluorogenic substrate, fluorescence intensity | AID 651560 | inhibition, % at 20 µM | actives 0.22% (n = 360,000);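 active = compounds that cut the enzyme signal by at least half of the control window in the single-dose screen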;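 note: plate controls were DMSO wells with enzyme plus substrate for no effect and substrate without enzyme for full effect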
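Buffer or medium: Bis-Tris pH 6.0, DTT, detergent; Assay system: LMPTP-A enzyme; Quantity: 0.625 nM enzyme; Detection: endpoint fluorescence intensity; Times: 50 min dark incubation at room temperature; Controls: substrate-only low control, DMSO enzyme-plus-substrate high control; Doses: single 20 µM dose; Read-out: percent inhibition versus substrate-only and uninhibited controls; Reagent: 400 µM OMFP.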
MsrA inhibitor = inhibits bovine methionine sulfoxide reductase A | purified bovine MsrA, absorbance read-out | inhibition, % at 15.5 µM | actives 0.75% (n = 360,000); in the data active = inhibition above about 4.5%;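 note: 0% = vehicle wells with enzyme and 100% = reference inhibitor wells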
TbMetRS inhib = Trypanosoma brucei MetRS inhibition. purified T. brucei MetRS, ATP depletion, Kinase-Glo luminescence. inhibition, % at 11.9 µM. actives 0.4% (n = 360,000);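 active = inhibition above a per-plate cutoff of the control wells' mean inhibition plus 3 SD, cut at about 5.5% in these data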;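 note: 0% = DMSO wells median and 100% = median of wells with control inhibitor compound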
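System: purified T. brucei MetRS enzyme / Detection: Kinase-Glo luciferase luminescence reporting remaining unconsumed ATP / Medium: HEPES buffer with MgCl2, KCl, DTT, spermine, BSA, pyrophosphatase / Replication: singlicate, one well per compound / Evaluation: percent inhibition relative to median high and low control wells / Schedule: 2 h aminoacylation at 25 °C after 15 min preincubation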
CendR NRP1 mod = NRP-1/CendR interaction modulation; O14786; FAM-RPARPAR peptide binding to NRP-1, fluorescence polarization; inhibition, % at 25 µM; actives 0.85% (n = 360,000);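 active = inhibition or corrected inhibition above about 18%, plus a signal ratio from 0.5 to 1.5, limit read from the data, passing the limit was not always enough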; note: strong numbers were not always called active
SUMO1-SIM PPI = SUMO1-SIM interaction modulation; P63165; SUMO1 binding to a labelled peptide, TR-FRET, 1 h; inhibition, % at 20 µM; actives 0.33% (n = 360,000); in the data active = inhibition above about 37%
bovine MsrA act = activates bovine MsrA enzyme; purified bovine MsrA, absorbance read-out; activation, % at 10.6 µM; actives 0.3% (n = 360,000); in the data active = activation above about 7.5%;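 note: 0% = vehicle and 100% = reference activator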
eLon inh = inhibits E. coli Lon protease | purified E. coli Lon protease, fluorescence polarization | inhibition, % at 7.94 µM | actives 0.42% (n = 360,000) | AID 602123; in the data active = inhibition above about 13%, passing the limit was not always enough;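 note: 0% = enzyme with probe and DMSO and 100% = no enzyme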
* marks the source's active call; other numbers are inactive results; nt = not tested or not shown. Compounds were not picked by outcome; about 4.3% have a hit in one of these screens.

The line under a structure holds: bovine MsrA act, Scp1 inh, TbMetRS inhib, SUMO1-SIM PPI, eLon inh, DNMT1 inh, CendR NRP1 mod, MsrA inhibitor, LMPTP inh, STEP inh
1) Cc1ccc(-n2nc3c(c2NC(=O)c2c(F)cccc2Cl)CS(=O)(=O)C3)cc1C
  -2, -5, -0.2, -1, 5, 1, 6, -0.9, -0.4, 0
2) COc1ccc(-c2ccc(CO)o2)cc1N
  2, -8, -0.5, 4, -6, -2, -2, -1.5, -1.1, -3
3) CCCCN(CCCC)CCCNC(=O)CC1Oc2ccc(C)cc2NC1=O (centres undefined)
  -1, -8, 0.1, 2, 1, -1, -6, -0.5, -3.3, 8
4) CC(C)n1c2ccccc2c2cc([N+](=O)[O-])ccc21
  -6, -12, -0.5, -8, 56*, -2, -16, 0.4, 0.7, 1
5) CCCC1NC(=O)c2cccnc2-n2c1nc1cc(F)c(F)cc1c2=O (centres undefined)
  -2, nt, -0.1, -2, 7, 2, -13, 0.5, -0.5, -1
6) CCOc1ccccc1N(CC(=O)NCc1ccccc1)C(=O)CCC(=O)Nc1cc(C)ccn1
  -3, -5, -0.7, 0, -5, 4, -3, -0.6, -0.5, -1
7) CN1C(=O)Cc2cc(S(=O)(=O)NCCc3ccccc3)ccc21
  0, -1, -1.0, 7, 3, -2, 6, 0.9, 1.1, 1
8) CCC(C)(C)NC(=O)C(c1cccc(OC)c1)N(C(=O)c1ccn[nH]1)c1cccc(OC)c1 (centres undefined)
  2, 3, 0.8, 1, -4, -4, 12, -0.9, -0.2, -1
9) CC(=O)NC(CCS(C)(=O)=O)C(=O)Nc1ccc2c(c1)OCO2 (centres undefined)
  0, -12, 0.1, 6, 4, -4, 5, -0.9, -0.6, 1
10) CCn1c(=NC(=O)C2COc3ccccc3O2)sc2c(C)ccc(OC)c21 (centres undefined)
  -9, -13, -1.2, -3, 4, 1, 19, -0.7, 6.9, 5
11) COc1cccc(-n2nnnc2SCC(=O)Nc2ccc(NC(C)=O)cc2)c1
  -2, -9, -0.6, 5, 11, -5, 0, -0.4, -1.3, 0
12) Cc1ccc(/C=N/NC(=S)NCCc2ccccc2)s1
  -3, -8, -0.4, 0, 2, -4, -2, 0.9, 0.3, 2
13) COC(=O)c1cc(C(=O)OCC(=O)N(C)C2CCS(=O)(=O)C2)cc([N+](=O)[O-])c1 (centres undefined)
  -2, 3, -0.1, -10, -5, 1, -4, 0.7, 0.7, 0
14) COc1ccccc1NC(=O)N1CCN(c2ccnc3cc(Cl)ccc23)CC1
  -6, -4, -1.1, 1, 14, 4, -1, 2.0, 1.2, 3
15) CS(=O)(=O)N(CC(=O)Nc1cc(Cl)ccc1Cl)c1ccccc1
  1, -11, -0.4, -3, -4, 1, -6, 0.1, 0.2, -2
16) O=[N+]([O-])c1ccccc1N/N=C\c1ccccc1F
  -5, -7, -0.9, -10, 6, 10, -15, -0.4, -0.3, -1
17) COc1ccc(C(=O)O/N=C2\C(=O)N(C)c3ccccc32)cc1
  -5, 52*, -0.4, -21, -4, 3, 5, 0.6, -2.1, 0
18) O=c1ccc(Oc2nc(N3CCCCC3)nc(N3CCCCC3)n2)n[nH]1
  -4, -10, -0.7, 1, 1, 2, -2, 0.5, -0.4, -1
19) CCN(CC(=O)NC1CCS(=O)(=O)C1)C(=O)/C=C/c1cccs1 (centres undefined)
  -5, -14, -0.6, -4, -6, -10, -4, 2.6, -2.0, 2
20) COc1cc(/C=N/n2nnnc2N)cc(OC)c1OC
  0, -11, -0.4, -5, -2, 0, -9, 0.7, -1.4, -2
21) O=C(O)CCC(=O)Nc1ccc(N2CCOCC2)cc1
  5, -10, -1.1, 1, -18, -1, 11, -0.5, 0.2, -2
22) Cc1ccc2c(c1)[C@@H](O)C[C@@H](C)N2N=O
  -9, -4, -1.0, 0, 17, 9, 5, 0.8, -0.3, -1
23) COc1ccc(C(=O)N(C)CCOc2ccc(Cl)cc2)cc1S(=O)(=O)N1CCCC1
  -1, nt, -0.2, 4, -3, 1, -1, -1.2, 0.0, -2
24) Cc1ccc(CNC(=O)c2cc(-c3ccccc3)nn2CC2CC(c3cccnc3)=NO2)cc1 (centres undefined)
  -3, 5, -0.1, -4, -14, 1, 15, -0.6, -0.9, 0
25) C=CC[n+]1c(C)csc1Nc1ccc(C(=O)O)cc1
  -7, -7, -0.4, -1, 4, 4, -10, 0.7, -2.9, -3
26) Cc1cc(C=O)c(C)c2c1[nH]c1ccccc12
  -2, -5, -0.1, 7, -4, 2, -8, 0.7, 2.9, -5
27) CCc1ccc(-c2cc3c(=O)n(CC(=O)N4CCCCCC4)nc(C)n3n2)cc1
  -1, -2, -0.3, 2, -7, 31, 2, 0.7, 0.1, 0
28) CCN(C(=O)COC(=O)/C=C/c1cccc([N+](=O)[O-])c1)c1ccccc1
  -2, -9, -0.5, -31, -10, 0, -2, 0.9, 0.0, 0
29) O=C(CSc1ncnc2scc(-c3ccccc3)c12)Nc1ccc(C(=O)O)cc1
  -3, -11, 2.0, 13, -8, -1, 0, -0.1, 1.1, 8
30) COc1ccccc1NC(=O)CSc1nnnn1-c1ccc(C)cc1
  -2, -5, -0.8, -3, 2, 0, 7, 0.6, 0.5, 3
31) CC(=O)NS(=O)(=O)c1cccnc1Nc1ccc(Cl)cc1
  -14, -7, -1.0, 4, -11, 5, -2, -0.6, -1.6, 1
32) COc1ccc(-c2nc3n(n2)C(=O)CC(c2ccco2)S3)cc1 (centres undefined)
  -1, 22, 0.1, 3, -6, 9, -22, nt, 1.0, 2
33) O=C1C2C3C=CC(C3)C2C(=O)N1c1n[nH]c(-c2cccnc2)n1 (centres undefined)
  -1, -1, 0.3, 2, -2, 2, -5, 1.5, -0.7, -2
34) C[C@@]1([C@@H](NC(=O)c2cccs2)c2ccc(-c3ccccc3)cc2)C[C@H]1C1CCCCC1
  -2, -9, -0.4, 1, -4, 8, -12, -1.1, -0.7, 3
35) Cc1c(Cc2ccccc2)c(=O)[nH]c(=O)n1C
  -3, -8, -0.2, 3, 5, 0, 12, -0.7, -2.2, 0
36) CN(C)CCn1c(N)nc2ccccc21
  -11, -7, -1.3, 4, -8, 13, 3, 0.6, -2.5, 1
37) CCN1CCN(C(=O)C2CCCN(S(=O)(=O)c3cccc4nsnc34)C2)CC1 (centres undefined)
  -5, -4, -0.7, -31, -5, 1, 10, 2.3, -2.3, -1
38) Clc1ccc(CNc2ncnc3[nH]ncc23)c(Cl)c1
  -7, -4, 0.6, -4, 0, 6, -5, 0.3, -8.8, -3
39) COc1cccc(NC(=O)CSc2nnc(Cc3cccs3)n2-c2ccc(C)cc2)c1
  -3, 3, -1.2, -1, 0, -4, -1, -0.5, 1.3, 12
40) Cc1occc1-c1nnc(SCC(=O)c2c[nH]c3ccccc23)n1C
  -4, -4, 1.4, 5, -4, -8, -16, -0.2, 0.2, -1
41) COc1ccc(C(C)NC(=O)CC23CC4CC(CC(C4)C2)C3)cc1 (centres undefined)
  -5, -6, -1.4, -1, 1, -3, 6, 0.4, -0.4, -1
42) CCC(O)C1CCN(C(=O)c2cc(COc3ccc(F)cc3F)on2)CC1 (centres undefined)
  -2, -13, -0.3, 1, -5, -2, 0, -0.2, 0.1, -1
43) COc1ccc(/C=N/NC(=O)c2ccc(NC(=O)c3cccc([N+](=O)[O-])c3)cc2)c(OC)c1
  -2, -3, 0.4, 8, -1, -26, -3, 1.5, 0.5, 0
44) O=C(Nc1ccc(CN2CCOCC2)cc1)c1ccccc1F
  -5, -6, -0.7, 0, -10, 0, -209, 0.8, -0.7, 0
45) O=C(Nc1ccc(S(=O)(=O)NC2CCCCC2)cc1)c1ccco1
  -3, -1, 0.1, -1, -7, -3, 20, 0.9, 1.6, -1
46) CCC(=O)N(Cc1cc(=O)[nH]c2ccccc12)c1ccccc1C
  -11, -4, -1.2, 0, 0, 9, -4, -0.7, 5.5, -2
47) CC(=O)N/N=C(\C)c1cccc(C(F)(F)F)c1
  0, -3, -0.1, -3, 5, 2, -10, 0.0, -0.7, -1
48) CCCN(Cc1nnc(-c2ccccc2Cl)o1)C(=O)c1cccc(S(=O)(=O)N2CCOCC2)c1
  -8, 4, -0.5, -3, -9, -2, -8, 0.5, -1.7, -2
